Screening results: PubChem BioAssay, Sanford-Burnham Center for Chemical Genomics
SENP6 block: SENP6 protease inhibitors, primary screen, biochemical, luminescence, uHTS; inhibition, % at 10 µM; 330,000 tested, 1.8% active; Recombinant SENP6 catalytic domain, aminoluciferin luminescence; Sentrin-specific protease 6 (Homo sapiens), Q9GZR1;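 active means inhibition above about 50% at the single tested dose, limit read from the data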;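 further: plate controls were DMSO wells with enzyme for no effect and DMSO wells lacking enzyme for full effect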
Target sequence (Q9GZR1 628-1112 limits assumed): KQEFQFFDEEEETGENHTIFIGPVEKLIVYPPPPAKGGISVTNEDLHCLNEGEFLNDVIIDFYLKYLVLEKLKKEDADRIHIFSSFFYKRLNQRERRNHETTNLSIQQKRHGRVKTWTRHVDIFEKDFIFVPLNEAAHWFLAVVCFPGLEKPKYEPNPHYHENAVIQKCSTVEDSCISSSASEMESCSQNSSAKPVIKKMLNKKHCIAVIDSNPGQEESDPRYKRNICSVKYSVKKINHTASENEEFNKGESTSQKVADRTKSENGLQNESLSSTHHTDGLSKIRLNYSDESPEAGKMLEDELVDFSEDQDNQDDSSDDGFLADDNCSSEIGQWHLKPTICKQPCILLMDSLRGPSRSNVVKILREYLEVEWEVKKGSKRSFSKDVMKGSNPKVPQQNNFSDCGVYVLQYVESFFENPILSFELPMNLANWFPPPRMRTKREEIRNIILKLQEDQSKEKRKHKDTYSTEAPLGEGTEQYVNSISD
SENP7 block: SENP7 protease inhibitors, primary screen, biochemical, luminescence, uHTS; recombinant SENP7, Z-RLRGG-aminoluciferin luminescence, 40 min; inhibition, % at 5 µM; 330,000 tested, 1.5% active;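 active means inhibition above about 50% at the single test dose, limit read from the data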;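 further: plate controls were DMSO with enzyme for no effect and no enzyme buffer wells for full effect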
PfGluPho inh: PfG6PD enzyme inhibitors, primary screen, biochemical, fluorescence intensity, uHTS | glucose-6-phosphate dehydrogenase-6-phosphogluconolactonase (Plasmodium falciparum 3D7) | PfGluPho enzyme, NADPH resazurin-diaphorase fluorescence | inhibition, % at 20 µM | 350,000 tested, 0.78% active | AID 504690, 2011;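 active means inhibition reaching at least a set limit at 20 µM in the primary screen, cut at about 59% in these data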;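 further: 0% = DMSO wells with substrate and 100% = DMSO wells lacking glucose-6-phosphate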
MPTP block: mitochondrial permeability transition pore inhibitors, primary screen, biochemical, isolated mouse mitochondria, absorbance; inhibition, % at 10 µM; 360,000 tested, 1.4% active; Ca2+ swelling absorbance, 30 min;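 active means inhibition of 50% or more, scaled per plate between neutral and stimulator controls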;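 further: 0% = DMSO wells given calcium and 100% = 1 mM EGTA wells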
HKDC1 inh: HKDC1 hexokinase inhibitors, primary screen, biochemical, fluorescence, uHTS. AID 493160, 2011. inhibition, % at 20 µM. recombinant HKDC1, G6PDH/diaphorase resazurin coupled fluorescence. 340,000 tested, 0.16% active;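 active means inhibition above about 35% when tested at 20 µM, limit read from the data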;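 further: plate controls were DMSO wells with enzyme for no effect and DMSO wells lacking enzyme for full effect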
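test system = in-house recombinant HK5 (HKDC1) enzyme | amount = HKDC1 at 5 µg/mL | control set = DMSO-enzyme wells negative, buffer-substituted wells positive | compound = one dose of 20 µM, 1% DMSO | schedule = reaction time 90 min, room temperature, protected from light | technique = resorufin fluorescence at 613 nm | reagent = glucose with 1 mM ATP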
SENP8 inh: human SENP8 protease inhibitors, primary screen, biochemical, fluorescence, Nedd8 protein substrate, uHTS | recombinant SENP8 | AID 602440, 2012 | inhibition, % at 20 µM | 360,000 tested, 0.64% active | Sentrin-specific protease 8 (Homo sapiens), Q96LD8; in the data active means inhibition mostly above about 40%, no sharp cut-off; inactive means mostly below about 27%
GRIN3A LBD mod: binders of NR3A ligand-binding domain, primary screen, biophysical, differential scanning fluorimetry, uHTS | Tm shift relative to glycine control, % at 25 µM | NR3A LBD differential scanning fluorimetry, Tm shift; 0% = protein alone, 100% = glycine-bound protein | Glutamate receptor ionotropic, NMDA 3A (GRIN3A) ligand-binding domain | AID 1259313, 2017 | 340,000 tested, 2.5% active;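 active means melting temperature shift of at least 10% of the positive control shift, at one fixed dose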
ATG4B inhibitor: ATG4B protease inhibitors, primary screen, biochemical, fluorescence, uHTS; 340,000 tested, 0.51% active; Cysteine protease ATG4B (Homo sapiens), Q9Y4P1; ATG4B cleavage of LC3-PLA2, NBD-HPC fluorescence, 1 h; AID 504462, 2011; inhibition, % at 8.33 µM; in the data active means inhibition above about 40%
Target sequence (Q9Y4P1 whole entry, looked up): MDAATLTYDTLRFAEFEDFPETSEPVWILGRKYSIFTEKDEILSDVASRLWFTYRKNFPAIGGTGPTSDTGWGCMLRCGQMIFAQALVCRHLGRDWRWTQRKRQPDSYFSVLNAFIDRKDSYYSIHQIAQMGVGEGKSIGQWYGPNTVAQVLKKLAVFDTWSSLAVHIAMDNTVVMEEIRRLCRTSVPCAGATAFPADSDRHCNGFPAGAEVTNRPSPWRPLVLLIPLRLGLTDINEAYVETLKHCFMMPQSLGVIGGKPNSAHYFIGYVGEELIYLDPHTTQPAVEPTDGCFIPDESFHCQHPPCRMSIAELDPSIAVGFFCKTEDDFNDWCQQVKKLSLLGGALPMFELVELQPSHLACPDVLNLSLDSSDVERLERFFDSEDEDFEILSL
Starred values were filed as active, the others as inactive; nt = no result given.

mol,PfGluPho inh,ATG4B inhibitor,SENP8 inh,GRIN3A LBD mod,SENP7 block,SENP6 block,MPTP block,HKDC1 inh
COc1ccc(CCNC(=O)CCS(=O)(=O)Cc2ccccc2C)cc1OC,-9,1,6,-2,1,-39,-1.5,-3
COc1cccc(C2=NOC(C(=O)NC3CCCCC3)C2)c1 (configuration not stated),-7,3,10,0,0,-13,-0.4,-7
CCC(C)n1c(SCC(=O)Nc2cc(C)on2)nc2ccccc2c1=O (configuration not stated),13,-11,17,1,-8,-10,0.7,3
CC(NC(=O)/C(C#N)=C/c1ccc([N+](=O)[O-])o1)c1ccccc1 (configuration not stated),92*,-9,-103,0,-2,0,0.6,11
CCOC(=O)Cc1csc(N(C)C)n1,-16,0,1,-2,-2,2,3.7,8
Cc1cccc(NC(=S)NC2CC3CCCC(C2)N3Cc2ccco2)c1 (configuration not stated),-10,-4,24,-1,5,1,-1.2,-9
CN1C(=O)N(CC(=O)N2CCN(S(=O)(=O)/C=C/c3ccccc3)CC2)C(=O)C12CCCCC2,-4,-4,4,0,-6,-11,-1.0,-6
CCOC(=O)c1ccc(N2C(=O)C(C)=C(C)C2=O)cc1,-13,5,24,1,4,-2,0.4,-9
Cc1ccc(NC(=O)CCc2c(C)nc3ncnn3c2C)nc1,8,11,5,2,-11,-19,4.5,-2
CCOC(=O)C1CCCN(c2c(NCCN(CC)c3ccccc3)c(=O)c2=O)C1 (configuration not stated),-1,-7,14,-1,6,0,-0.4,-5
Cc1sc(NC(=O)CN2CCCC2)nc1-c1ccc2c(c1)CCN2C(=O)c1ccc(F)cc1,8,6,-1,-1,-5,-14,0.2,1
Cc1cccc(OCCNC(=O)CCc2ccccc2)c1,5,23,9,-2,-11,-28,-0.3,-4
CC(=O)CSc1ccc(-c2nc3cc(C)c(C)cc3[nH]2)cn1,67*,-18,-421,-3,29,34,-2.2,-4
Cn1cnnc1SCC(=O)c1ccc2c(c1)CCCC2,1,-3,12,7,1,-10,0.1,-4
O=C(O)CCCN1C(=O)C(=O)/C(=C(/O)c2ccccc2)C1/C=C/c1ccccc1 (configuration not stated),-9,-3,14,-3,5,-13,-1.2,-12
COc1ccc(CNC(=O)CNS(=O)(=O)c2ccc(Cl)cc2)cc1,-28,0,16,0,5,1,-8.0,-11
C=CCN(C(=O)CCC(=O)O)C1CC(=O)N(c2ccc(OCCC)cc2)C1=O (configuration not stated),-4,-15,12,3,5,-15,-1.9,-5
O=C(COc1ccc(Cl)cc1)N1CCCCC1,15,-12,12,-1,6,-15,-1.3,1
O=C(Nc1cc([N+](=O)[O-])ccc1Cl)C(Sc1ccccc1)c1ccccc1 (configuration not stated),16,-5,15,-2,3,-11,33,-3
CC1=C(C(N)=O)C(c2ccccc2F)NC(=O)N1 (configuration not stated),-12,8,8,4,3,20,-0.4,-6
O/N=C1\CCCc2c1nc(-c1ccccc1F)n2O,10,-6,-30,0,-2,-8,-2.0,-7
COc1cccc(N2CC(C(=O)Nc3ccc(F)cc3)CC2=O)c1 (configuration not stated),-7,-3,15,2,12,-3,-0.8,-10
Fc1ccc(-c2ccnc3nc(N4CCOCC4)nn23)cc1,-11,-4,-270,2,-14,-10,0.8,-2
CCOc1cccc(/C=N/Nc2ccc(S(=O)(=O)N(CC)CC)cn2)c1O,-8,-18,-112,-6,-2,-15,2.5,7
CNS(=O)(=O)c1ccc(N2CCCC2)c([N+](=O)[O-])c1,9,-4,22,0,-3,-18,1.4,1
O=C(Cn1cnc([N+](=O)[O-])c1)Nc1ccc(F)c(Cl)c1,8,-6,17,2,5,7,0.0,-3
NNC(=O)c1[nH]c(-c2ccccc2)cc1-c1ccccc1,11,-5,-2,-5,-10,-9,-0.7,-5
CCC1Oc2ccc(C)cc2N(CC(=O)NCCN2C(C)CCCC2C)C1=O (configuration not stated),-15,-9,2,0,11,-2,0.2,-6
CC(=O)NS(=O)(=O)c1ccc(NC(=O)CCC(=O)Oc2ccc(C)cc2)cc1,-14,0,30,0,0,19,0.3,4
CCC1CCCCN1CCCNC(=O)c1cn(CC(C)C)c(=O)c2cc(OC)c(OC)cc12 (configuration not stated),14,5,-9,3,8,-17,0.0,1
CC1(C)CC(NC(=O)Cc2ccc(Cl)cc2)CC(C)(C)N1,-3,12,3,3,1,15,-0.3,-5
COc1cc(C(=O)NC23CC4CC(CC(C4)C2)C3)cc(OC)c1OC,-5,1,11,1,2,12,0.4,0
Cc1cc(C)nc(Nc2ncc(O)n2-c2ccccc2)n1,-13,-5,14,-1,33,-36,-0.6,-7
N#C/C(=C\c1ccc[nH]1)C(=O)Nc1ccccc1Cl,-3,7,-3,1,8,-11,1.4,1
CC(=O)Nc1c(Cl)c(Cl)c2c(c1Cl)C(=O)c1cc(Cl)ccc1-2,2,7,8,5,nt,nt,-0.8,2
O=C(O)c1nn(Cc2csc(-c3ccccc3)n2)c(=O)c2ccccc12,35,24,10,0,4,-23,1.3,-5
Cc1cccc2sc(NNC(=O)c3ccc(S(=O)(=O)N4CCCC(C)C4)cc3)nc12 (configuration not stated),16,-7,-15,8,nt,nt,25,-28
COC(=O)C1=CN(Cc2ccc(OC)c(OC)c2)C=C(C(=O)OC)C1c1ccccc1F,5,-5,-480,-3,3,-13,-1.3,-2
CC1C(=O)c2ccccc2CC1C(=O)O (configuration not stated),-6,-3,0,-1,nt,nt,-0.1,-3
CC12CCC(=O)N1C(C(=O)Nc1ccccc1N1CCCC1)CS2 (configuration not stated),7,-1,21,1,nt,nt,0.8,-6
COc1ccccc1CNCc1cc(OC)c(OC)c(OC)c1,12,1,12,0,-6,-6,-0.4,-11
Cc1ccccc1N1CCN(C(=O)c2ccccc2NC(=O)/C=C\C(=O)O)CC1,-10,-6,-30,-2,13,-10,0.5,-2
O=C(O)c1ccc(-c2nnc(-c3cccc(Br)c3)o2)cc1,2,-1,7,-1,-6,93*,0.5,-3
CC(Oc1ccc2ccccc2c1)C(=O)N/N=C/c1cccnc1 (configuration not stated),24,-9,7,-2,-3,-9,-0.2,1
COc1ccc(-n2c(SCC(=O)N/N=C(\C)c3cccnc3)nc3ccccc3c2=O)cc1,13,-5,40,2,8,-15,3.3,-2
CCC(CO)Oc1cc(NC(=O)c2ccc([N+](=O)[O-])cc2)c2ncn(C(C)C)c2c1 (configuration not stated),-2,-2,17,1,5,15,-1.8,-2
O=C(NCc1cccs1)C1CCC(CNS(=O)(=O)c2cccs2)CC1 (configuration not stated),-3,-6,24,1,-1,7,-2.0,-6
C/C(N)=C(/C#N)C(=O)CSc1nnc(NC(C)C)s1,-2,-2,14,-4,0,11,-0.1,9
O=C(CNC(=O)C1CCCCC1)Nc1cc(Cl)ccc1Cl,-21,3,0,-2,6,-9,0.2,-7
O=C(Nc1ccccc1C(F)(F)F)c1cc(-c2ccccc2O)on1,-3,7,6,-1,2,-6,9.7,-12

Sorted by heavy-atom count (highest first): some entries from above.
mol,PfGluPho inh,ATG4B inhibitor,SENP8 inh,GRIN3A LBD mod,SENP7 block,SENP6 block,MPTP block,HKDC1 inh
Cc1cccc2sc(NNC(=O)c3ccc(S(=O)(=O)N4CCCC(C)C4)cc3)nc12 (configuration not stated),16,-7,-15,8,nt,nt,25,-28
CC(=O)Nc1c(Cl)c(Cl)c2c(c1Cl)C(=O)c1cc(Cl)ccc1-2,2,7,8,5,nt,nt,-0.8,2
CC1C(=O)c2ccccc2CC1C(=O)O (configuration not stated),-6,-3,0,-1,nt,nt,-0.1,-3

Other entries:
mol,PfGluPho inh,ATG4B inhibitor,SENP8 inh,GRIN3A LBD mod,SENP7 block,SENP6 block,MPTP block,HKDC1 inh
CC(=O)Nc1ccc(-c2csc(Nc3cccc(C)n3)n2)cc1,25,-21,10,26*,nt,nt,0.9,-3
CCN1C[C@@H]2[C@@H]3C(=O)N(C)C(=O)[C@@H]3[C@](Cc3ccccc3)(C(=O)OC)N2C1=NCc1ccccc1,4,-8,11,2,nt,nt,0.3,-7
CS(=O)(=O)N1CCN(c2ccc(NC(=S)NC(=O)c3cccs3)cc2)CC1,-3,-3,9,2,-4,-36,-4.0,-2
COc1cccc(C(=O)COC(=O)c2cccs2)c1,-5,-3,8,2,86*,84*,-0.8,-7
COc1ccc(CC(=O)Nc2nnc(C(C)C)s2)cc1OC,-2,0,15,1,1,6,3.4,-6
CCOC(=O)C1(CCOc2ccccc2)CCN(Cc2ccc(C#CCCO)cc2)CC1,16,-6,6,-1,-3,10,1.4,4
CCOC(=O)N/N=C\c1ccc([N+](=O)[O-])o1,3,-5,27,-4,9,7,-1.2,-6
Cc1cc(C)c2c(c1)/C(=N\N=c1\sc3ccccc3n1C)C(=O)N2,5,-1,33,-2,-13,14,14,-8
CN(C)C(=O)COC(=O)[C@H](Cc1ccccc1)NC(=O)c1ccco1,-11,-5,3,2,-1,-6,10,-2
CS(=O)(=O)N1CCN(C2CCN(Cc3ccccc3)CC2)CC1,-11,-5,23,1,1,-2,1.7,-3
CN(C(=S)NC(=O)/C=C/c1ccc(F)cc1)C1CCCCC1,1,9,14,-2,-4,-5,1.9,6
COc1cccc(C(=O)NCC2(c3ccc(OC)c(OC)c3)CCCC2)c1,8,-5,4,0,10,5,-0.4,-2
CC(=O)Nc1ccc2nc(C)n(Cc3ccc(Cl)cc3)c(=O)c2c1,-4,-14,-1,3,-5,-11,0.5,3
Cc1cccc(N(CC(=O)NCc2ccco2)C(=O)CCC(=O)Nc2ccccn2)c1C,-4,-9,12,-1,6,3,-0.1,-8
Cc1cc(C(=O)CSc2n[nH]c(N)n2)c(C)n1-c1ccc2c(c1)OCO2,9,-2,25,-5,3,0,5.5,-1
CCOC(=O)CC1C(=O)NCCN1C(=O)Nc1ccc(Cl)cc1 (configuration not stated),-5,-3,5,2,7,2,1.1,-1
Cc1csc(NC(=O)c2ccc(C)o2)n1,-16,3,-5,-1,24,15,-2.5,12
Cn1c(SCC(=O)Nc2cccnc2Cl)nc2ccccc21,-3,-1,-5,2,-1,-6,-0.5,-3
COc1cc(C(C)=O)ccc1OCC(O)CN1CCN(c2c(C)cccc2C)CC1 (configuration not stated),6,16,9,0,1,2,1.5,-3
COC(=O)c1ccc(S(=O)(=O)N2CCCCCC2)n1C,8,8,15,1,-10,-10,2.0,2
CC(C)COC(=O)C(C#N)c1nc2ccccc2nc1N1CCN(Cc2ccc3c(c2)OCO3)CC1 (configuration not stated),13,-1,-110,0,4,-3,7.9,4
CC1(C)Cc2ccccc2-c2c1c(=O)n(Cc1ccccc1)c1nnnn21,-6,-8,-98,1,3,-6,0.7,2
O=C(NCCN1CCN(C(=O)c2ccc(F)cc2)CC1)c1ccc(F)cc1,5,0,-2,0,1,-3,-0.1,-3
C=CCC1(C(=O)N(C)Cc2ccccc2)CCN(C(=O)OC(C)(C)C)CC1,1,4,10,-2,-2,-18,-0.1,-3
COc1ccc(NC2CC(=O)N(c3cc([N+](=O)[O-])ccc3C)C2=O)cc1 (configuration not stated),-3,2,23,-1,-12,1,0.7,-2
